Screening results (PubChem BioAssay)
KB-V1 cytotox – KB-V1 MDR subline cytotoxicity; 400,000 tested, 3.4% active; KB-V1 MDR cells viability, CellTiter-Glo, 72 h; Potency, µM (doses to about 46.1 µM), for the others: at the top dose activity change, negative = cytotoxicity, actives largely listed as cytotoxic; AID 1347076; note: potency is the fitted concentration of half-maximal effect; % is set by controls: 0 for no effect and ±100 for the full control effect; nearly all actives have a fitted effect of over 60% in size
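KB-V1 MDR subline cells in DMEM (phenol-red free, 10% FBS) exposed to compounds in qHTS concentration series for 72 h at 37 degrees C. Viability read by CellTiter-Glo luminescence; concentration-effect curves fitted after normalization and correction.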
PTHR1 agonist – activates the human parathyroid hormone receptor PTHR1 | HEK293 GP2 PTHR1 cells, GloSensor cAMP luminescence, 1 h | Potency, µM (highest dose often 115 µM), for inactives: top-dose activation, most hits filed as activators | 410,000 tested, 0.075% active | AID 743266; note: potency is the fitted concentration of half-maximal effect; nearly all actives have a fitted effect of over 55% in size; some results filed as inactive show a strong effect at the top dose; inactives centre near -15; many of its hits are not listed in these tables
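HEK-293-derived GP2 cells expressing PTHR1 and a GloSensor cAMP reporter, 3,000/well, plated overnight, given luciferin plus IBMX (each 0.5 mM as added) for 1 h at 37 °C, then compound for 1 h at 37 °C. Luminescence was read after 15 min at room temperature.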
aSyn yeast inh – alpha-synuclein toxicity inhibition in yeast; Yeast expressing alpha-synuclein, growth rescue, BacTiter-Glo, 24 h; Potency, µM (highest dose often 46.1 µM), inactives show top-dose growth rescue (activation), hits mostly activators; 370,000 tested, 0.14% active; note: potency is the fitted concentration of half-maximal effect; % of control where 0% means no effect; nearly all actives have a fitted effect of over 65% in size
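Rescue of yeast growth: cells expressing toxic alpha-synuclein, induced in galactose at OD600 0.02, incubated with compound 24 h at 30 C. ATP luminescence quantified growth; inhibitors of toxicity appear as activators.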
GLP1R cytotox – cytotoxicity counter-screen for GLP-1 receptor inverse agonists; HEK293 cAMP-luciferase reporter cells, luminescence, 24 h; Potency, µM (series often up to 38.3 µM), without a hit: at the top dose activity change, negative = inhibition, hits mostly inhibitors; 410,000 tested, 0.13% active; AID 624418;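 note: loss of luciferase light is scored as toxicity; potency is the fitted concentration of half-maximal effect; % is set by controls: 0 for no effect and ±100 for the full control effect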
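Quantitative HTS format, 1536 wells, 200 cells/uL seeded. Compounds: 23 nL, 24 h, 37 °C. Detection: luciferase reagent, luminescence at 12 min RT; decreased signal taken as cytotoxic.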
D3 antag – blocks the human D3 dopamine receptor | max response, negative = inhibition, % | D3R cells, DiscoveRx beta-arrestin luminescence, antagonist mode; active compounds read low | 360,000 tested, 2.5% active | AID 652054 | P35462; in the data active = max response below about -50%; inconclusive = no clear call, values can overlap the other calls; note: % is set by controls: 0 for no effect and ±100 for the full control effect; mostly tested at two doses, the higher about 12 µM
Target sequence (P35462 whole entry, looked up): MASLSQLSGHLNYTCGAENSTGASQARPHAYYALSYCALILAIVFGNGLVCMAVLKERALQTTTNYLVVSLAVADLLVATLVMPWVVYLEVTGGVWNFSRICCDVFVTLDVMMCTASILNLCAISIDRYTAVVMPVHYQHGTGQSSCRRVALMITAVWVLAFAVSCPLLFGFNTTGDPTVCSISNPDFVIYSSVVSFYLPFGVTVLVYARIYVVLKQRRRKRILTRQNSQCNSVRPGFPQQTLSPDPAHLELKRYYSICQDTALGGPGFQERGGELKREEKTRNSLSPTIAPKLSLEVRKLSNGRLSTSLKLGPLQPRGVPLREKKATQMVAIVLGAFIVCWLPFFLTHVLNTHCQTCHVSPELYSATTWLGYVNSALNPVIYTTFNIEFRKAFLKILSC
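Cells expressing the human receptor were seeded at 1500 cells/well, incubated overnight at 37 degrees C in 5% CO2, then exposed to library compounds with dopamine controls for 90 minutes at 37 degrees C before luminescent detection.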
GLP-1R agonist – agonists of human GLP-1 receptor; 380,000 tested, 0.007% active; HEK293 GLP-1R CRE-luciferase, luminescence, 4-6 h; cells express a hypersensitive GLP-1R form; Potency, µM (doses to about 45.6 µM), inactives show at the highest dose activation, most hits filed as activators; note: potency is the fitted concentration of half-maximal effect; % of control where 0% means no effect
Target sequence (P43220 whole entry, looked up): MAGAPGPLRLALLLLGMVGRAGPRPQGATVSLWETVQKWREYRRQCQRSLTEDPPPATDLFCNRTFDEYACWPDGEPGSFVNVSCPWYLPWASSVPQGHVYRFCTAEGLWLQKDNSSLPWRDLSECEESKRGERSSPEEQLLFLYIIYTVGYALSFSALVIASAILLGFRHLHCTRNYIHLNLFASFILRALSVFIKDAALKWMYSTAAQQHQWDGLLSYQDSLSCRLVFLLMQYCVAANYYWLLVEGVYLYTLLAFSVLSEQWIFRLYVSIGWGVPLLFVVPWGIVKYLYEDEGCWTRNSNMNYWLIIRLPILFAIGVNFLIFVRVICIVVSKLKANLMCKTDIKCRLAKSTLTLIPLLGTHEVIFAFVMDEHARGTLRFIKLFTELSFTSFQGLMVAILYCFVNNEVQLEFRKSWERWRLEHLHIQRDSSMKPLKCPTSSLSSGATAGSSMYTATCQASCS
TDP43 rescue – TDP-43 toxicity inhibition in yeast; TDP-43 expressing yeast growth rescue, BacTiter-Glo, 24 h; AID 652104; 410,000 tested, 1.8% active; Potency, µM (series often up to 46.1 µM), without a hit: at the top dose growth rescue (activation), most hits filed as activators; note: potency is the fitted concentration of half-maximal effect; % of control where 0% means no effect; nearly all actives have a fitted effect of over 50% in size
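Cell-based yeast growth screen: TDP-43 expression induced in galactose, inoculum OD600=0.02 after raffinose pregrowth to mid-log. Read-out BacTiter-Glo luminescence at 24 hr, 30 deg C; inhibition of toxicity seen as signal increase.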
GLP-1R inv ag – inverse agonists of human GLP-1 receptor | Potency, µM (top dose mostly 38.3 µM), for inactives: at the highest dose activity change, negative = inhibition, actives largely listed as inhibitors | HEK293 GLP-1R CRE-luciferase, luminescence, 24 h; GLP-1R form is constitutively active | P43220 | 410,000 tested, 1.6% active; note: potency is the fitted concentration of half-maximal effect; % is set by controls: 0 for no effect and ±100 for the full control effect; nearly all actives have a fitted effect of over 55% in size
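HEK293 cells stably co-expressing a cAMP-responsive luciferase reporter and constitutively active GLP-1R were seeded, incubated 12 h, then exposed to compounds for 24 h at 37 C. Luminescence was read 12 min after detection reagent; inverse agonists lower signal.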
DRD3 agonist – D3 dopamine receptor (human) agonism; D3R DiscoveRx beta-arrestin cells, luminescence, 90 min; max activation, %; 410,000 tested, 0.58% active; in the data active = max activation above about 30%; note: 0% is about no effect; mostly tested at two doses, the higher about 12 µM
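Agonist-mode cell screen: cells plated at 1500/well and incubated overnight at 37 °C, then exposed to library compounds for 90 min at 37 °C. Detection reagent was added for 30–60 min at room temperature, and luminescence was read.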
Numbers without * were called inactive; i = inactive; ? = inconclusive; / = no result given; & = joins results of further samples; [ ] = dose if it differs, or a comment. Unless noted, calls come from the whole dose curve; as a rule, active = well fitted curve in the direction sought with a large enough effect; inconclusive = small, poorly fitted or top-dose-only effect, or another doubt; inactive = no such curve, though single readings can be large; an effect the other way counts as inactive or inconclusive.

Fields – KB-V1 cytotox	PTHR1 agonist	aSyn yeast inh	GLP1R cytotox	D3 antag	GLP-1R agonist	TDP43 rescue	GLP-1R inv ag	DRD3 agonist
- CC(=O)c1cccc(OCc2cc(C(=O)NCc3nc(C)c(C)s3)no2)c1
→ 13%	-50%[inhibitor]	4%	-1%	4	-1%	8%	-17%	-2
- Cc1cc(C)nc(NC2=NC3CCCCC3N2)n1 (stereo not given)
→ 0%	?	-1%	-3%	19	-1%	-15%	5%	6
- COc1ccc(CC2(CO)CCN(C/C=C/c3ccccc3OC)CC2)cc1
→ -12%	i	-1%	-28%	-93*	15%	-8%[9.22 µM]	?	-26
- COc1ccc(NS(=O)(=O)c2ccc(C)c(C(=O)N3CCN(Cc4cc(OC)ccc4OC)CC3)c2)cc1
→ -8%	-1%	1%	-7%	2	8%	1%	-6%	0
- Cc1oc(C)c(C(=O)NCCCC(=O)O)c1C(=O)NCCCC(=O)O
→ 5%	-1%[57.5 µM]	1%	2%	0	-5%	1%	0%	0
- COc1ccc(C2CC3(O)CC(C#N)(C(=O)N3)C2(C#N)C#N)cc1 (stereo not given)
→ 25%	-5%	2%	1%	4	-5%	11%	17%	-6
- COc1ccc(NC(=O)CN(C)C(=O)CNC(=O)Cc2cccc3ccccc23)cc1
→ -22%	-19%	-5%	10%	-10	1%	-3%	-3%	3
- CC(=O)c1c(C(C)=O)c(C)n(NC(=O)c2ccncc2)c1C
→ 5%	-2%[57.5 µM]	-6%	7%	-1	-10%	-5%	24%	-7
- CCOc1cc(C(=O)NN=C2CCCC2)cc(OCC)c1OCC
→ -14%	-25%	-5%	?	-51*	10%	7%	-19%	-12
- Cc1cc(Cl)c(S(=O)(=O)Nc2ccc(S(=O)(=O)N3CCOCC3)cc2)cc1OCC(N)=O
→ 19%	19%	0%	-1%	1	-2%	21%	11%	-4
- CCNC(=S)N1CCn2cccc2C1c1ccc(F)cc1 (stereo not given)
→ -23%	-4%	-1%	-3%	-15	-1%	18%	?	3
- Cc1ccc(N(CCC#N)C(=O)COC(=O)c2cc(C)no2)cc1
→ 0%	-23%	0%	3%	5	-1%	20%	6%	3
- Cn1ncc2cc3c(Nc4ccc(Cl)cc4)cccc3nc21
→ -4%	-15%	0%	43%[activator]	-17	25%	25%	?	-2
- Cc1ccc(S(=O)(=O)N2[C@@H](c3ccc(F)cc3)C(C(=O)O)=CC[C@H]2c2cccs2)cc1
→ 5%	i	-12%	-2%	-2	-4%	0%	?	30
- CNCC(C)COc1ccccc1OCc1ccccc1 (stereo not given)
→ 21µM*	-9%	-3%	6%	0	3%	7%	?	-47
- CCc1ccccc1NC(=O)CCn1cccn1
→ ?	12%	/	4%	/	/	-5%	6%	2
- Cc1ccc2occ(C(c3nnnn3Cc3ccccc3)N3CCOCC3)c(=O)c2c1 (stereo not given)
→ -19%	-3%[57.5 µM]	0%	-5%	-2	-6%	3%	20%	-4
- Cc1ccc(C)c(N2CCN(C(c3ccncc3)c3nnnn3Cc3ccccc3)CC2)c1 (stereo not given)
→ -10%	-19%[57.5 µM]	7%	15%	?	-3%	-20%	10%	-27
- CCOc1ccc(CCN2CN(CC)CNC2=S)cc1OCC
→ -17%	i	-3%	8%	-19	8%	3%	-5%	-4
- Cc1cc(C)c(NC(=O)CCCN2CCCC2)c(C)c1
→ 5%	i	5%	-2%	3	13%	0%	8%	7
- Cc1cccc(OCCSc2nc3ccc(NC(=O)c4cccs4)cc3s2)c1
→ -16%	-17%	/	-9%	/	/	2%	?	-10
- Cc1ccc(-c2nc3ccc(Cl)cn3c2Cc2cccc(Cl)c2)cc1
→ -11%	-4%	29%	-12%	6	14%	20µM*	?	1
- O=C(O)COc1ccccc1/C=N/NC(=O)c1cc(-c2ccc(F)cc2)nc2ccccc12
→ 0%	-33%[inhibitor]	-6%	28%	0	-1%	-10%	23%	-8
- CN(C)CCN(Cc1ccccc1)S(=O)(=O)c1csc(C(N)=O)c1
→ ?	-18%	-4%	2%&-5%	-8	0%	-11%&2%	4%&9%	-5&0
- CC1CCCN(c2nc3c(c(=O)n(C)c(=O)n3C)n2CCSc2nc3ccccc3o2)C1 (stereo not given)
→ 2.6µM*	i	-13%	0%	17	-6%	-19%	11%	-71
- Cc1ccc(C2(C)NC(=O)N(CC(=O)NNC(=O)c3cc(C)oc3C)C2=O)cc1 (stereo not given)
→ 0%	-21%	-12%	2%	?	3%	-13%	-8%	-1
- CC(=O)Nc1ccc(OCC(O)CN2C(C)(C)CC(O)CC2(C)C)cc1 (stereo not given)
→ -4%	i	1%	16%	3	2%	-9%	2%	-1
- Nc1c(C(=O)c2ccccc2)oc2ccc(Br)cc12
→ ?	-17%[57.5 µM]	-3%	38%[activator]	11	0%	4%	0%	-7
- CCOc1ccc(N2C(=O)CC(Sc3nc(-c4cccs4)cc(C(F)(F)F)c3C#N)C2=O)cc1 (stereo not given)
→ -13%	i	6%	2%	0	20%	-13%	0%	-3
- CCCC(NC(=O)COc1cc2c(c3oc(=O)c(C)c(C)c13)CCC(C)(C)O2)C(=O)O (stereo not given)
→ ?	i	4%	16%	16	0%	2%	8%	5
- COc1cc(CN2C(=S)NC(C)(C)CC2(C)O)cc(OC)c1 (stereo not given)
→ 0%	i	-6%	-17%	9	5%	-23%[9.22 µM]	-10%	0
- CCCCSCCCNC(=O)c1ccc(CS(=O)(=O)c2ccc(OC)cc2)o1
→ ?	-14%	-3%	19%	-12	9%	-4%	?	4
- Cc1nc(NC(=O)CSc2cc(C)c3ccccc3n2)c(Cl)cc1Cl
→ ?	i	0%	18%	2	5%	13%	-21%	3
- CC(C)Cn1c(Br)nc2c1c(=O)n(CCC#N)c(=O)n2C
→ ?	i	-3%	-1%	-5	13%	1%	19%	-5
- Cc1ccc(C(=O)CCC(=O)Nc2cccnc2)cc1C
→ 0%	-9%[57.5 µM]	0%	-15%	-14	-1%	0%	12%	-6
- O=C(Cn1c(=O)n(CCCS(=O)(=O)C2CCCCC2)c(=O)c2ccccc21)Nc1ccc(F)c(Cl)c1
→ -6%	-33%[inhibitor]	/	2%	/	0%	-2%	16%	3
- CCOC(=O)/C(C#N)=C/c1ccc(-c2ccc(C)cc2)o1
→ ?	-7%	/	62%[activator]	/	/	?	2%	1
- CCOC(=O)CCCCCC(=O)Nc1ccc2c(c1)C(=O)N([C@H](C)CO)C[C@H](C)[C@@H](CN(C)S(C)(=O)=O)OCCCC[C@@H](C)O2
→ ?	-25%	-4%	2%	9	-6%	6%	11%	3
- COc1ccc(CN2CCOCC2)cc1OC
→ 6%	-42%[inhibitor][57.5 µM]	-7%	1%	-10	11%	-4%	33%[activator]	2
- c1ccc(Cn2c(SCc3nc4ccccc4s3)nnc2-c2ccco2)cc1
→ -14%	-32%	4%	-1%	-13	20%	14µM*	-1%	2
- NC1=NC2(CCCCC2)N(c2cccc(Cl)c2)C(N)=N1
→ -12%	-12%[57.5 µM]	3%	3%	-3	-16%	14%	0%	-8
- Nc1nc(NCCc2ccccc2)nc(NCCO)c1[N+](=O)[O-]
→ -18%	i	15%	?	18	23%	-7%	23%	5
- CCC(=O)N(Cc1cc2cc(OC)ccc2[nH]c1=O)c1cccc(C)c1
→ -19%	-21%	-12%	4%	-3	3%	-8%	0%	-2
- CN(Cc1cccc(C(F)(F)F)c1)Cc1nc(-c2cnccn2)no1
→ 8%	i	-5%	0%	-13	-3%	21%	-21%	-16
- CCCCNC(=S)Nc1ccc(-c2nc3ccc(C)cc3s2)cc1
→ ?	-9%	-8%	-20%	-12	-32%[inhibitor]	?	?	2
- COc1ccc(/C(C)=N/Nc2ccc(C(=O)O)cc2)cc1OC
→ -6%	i	6%	0%	7	-3%	23%	-7%	1
- Cc1ccc(NC(=O)CN2C(=O)N/C(=C/c3ccccc3OCc3cccc(C(=O)O)c3)C2=O)cc1
→ ?	-20%	-2%	-5%	12	4%	-13%	8%	-9

Some of these compounds in order of SMILES length, low to high.
Fields – KB-V1 cytotox	PTHR1 agonist	aSyn yeast inh	GLP1R cytotox	D3 antag	GLP-1R agonist	TDP43 rescue	GLP-1R inv ag	DRD3 agonist
- Cc1ccc(-c2nc3ccc(Cl)cn3c2Cc2cccc(Cl)c2)cc1
→ -11%	-4%	29%	-12%	6	14%	20µM*	?	1
- Cc1cccc(OCCSc2nc3ccc(NC(=O)c4cccs4)cc3s2)c1
→ -16%	-17%	/	-9%	/	/	2%	?	-10
- CC(=O)c1cccc(OCc2cc(C(=O)NCc3nc(C)c(C)s3)no2)c1
→ 13%	-50%[inhibitor]	4%	-1%	4	-1%	8%	-17%	-2
- Cc1ccc2occ(C(c3nnnn3Cc3ccccc3)N3CCOCC3)c(=O)c2c1 (stereo not given)
→ -19%	-3%[57.5 µM]	0%	-5%	-2	-6%	3%	20%	-4
- Cc1ccc(NC(=O)CN2C(=O)N/C(=C/c3ccccc3OCc3cccc(C(=O)O)c3)C2=O)cc1
→ ?	-20%	-2%	-5%	12	4%	-13%	8%	-9
- COc1ccc(NS(=O)(=O)c2ccc(C)c(C(=O)N3CCN(Cc4cc(OC)ccc4OC)CC3)c2)cc1
→ -8%	-1%	1%	-7%	2	8%	1%	-6%	0
- O=C(Cn1c(=O)n(CCCS(=O)(=O)C2CCCCC2)c(=O)c2ccccc21)Nc1ccc(F)c(Cl)c1
→ -6%	-33%[inhibitor]	/	2%	/	0%	-2%	16%	3

The list is partial. The share of hits here may be higher or lower than overall.
